# Bioassay records from PubChem.
# TRHR agonist: qHTS for Small Molecule Agonists and Allosteric Enhancers of Human TRH Receptor: Primary Screen for Agonists; Thyrotropin-releasing hormone receptor (Homo sapiens), P34981; TRHR cells, calcium flux fluo-8, FDSS agonist mode; activation, % at 2 µM; 360,000 compounds, 0.18% hits; in the data active means activation above about 30%; further: 0% is about no effect
#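 Read-out: compound-evoked intracellular calcium rise in TRHR cells, fluo-8 dye, kinetic FDSS fluorescence at 1 s/cycle following a 10-cycle baseline. Cells cultured overnight before dye loading (30 min–1.5 h, RT).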
# 12-LOX inh: Primary qHTS assay for inhibitors of human arachidonate 12S-lipoxygenase (ALOX12): Round 2; purified 12hLO, xylenol orange hydroperoxide absorbance; Polyunsaturated fatty acid lipoxygenase ALOX12 (Homo sapiens), P18054; 580,000 compounds, 1.1% hits; Potency, µM (highest dose often 108 µM), for the others: at the top dose activity change, negative = inhibition, most hits filed as inhibitors; further: potency means the concentration at half of the fitted maximal effect; on the % scale 0 is the no-effect control and ±100 the full control effect
#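 Purified human 12hLO at 150 nM in 25 mM Hepes, 0.01% Triton X-100, pH 7.0, preincubated 15 min at room temperature with compound. Reaction started with 40 uM arachidonic acid, 30 min at room temperature. Hydroperoxide measured by Fe-xylenol orange, 573/405 nm absorbance ratio.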
# POLK inh: qHTS for Inhibitors of Polymerase Kappa; DNA polymerase kappa (Homo sapiens), Q9UBT6; Potency, µM (titrated, usually from 107 µM), for inactives: top-dose activity, negative = inhibition, actives largely listed as inhibitors; AID 588579, 2011; purified Pol kappa, fluorescent DNA synthesis assay, 10 min; 400,000 compounds, 0.53% hits; further: potency means the concentration at half of the fitted maximal effect; on the % scale 0 is the no-effect control and ±100 the full control effect
#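 Activity was followed as the change in fluorescence between reads at 0 and 10 min after starting the reaction with 50 nM substrate. Beforehand, 10 nM polymerase had been preincubated with compound for 15 min at room temperature.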
# ERG-DNA inh: qHTS for Small Molecule Inhibitors of the ERG Ets/DNA interaction; fluorescence polarization, His-ERG Ets domain / labelled DNA; Potency, µM (titrated, usually from 76.9 µM), without a hit: top-dose FP activity, negative = inhibition, most hits filed as inhibitors; 370,000 compounds, 0.028% hits; AID 624246, 2012; active means well fitted inhibition curve with a large enough effect in the polarisation, with a control signal flat; inconclusive means small, poorly fitted or top-dose-only effect, or effect the other way, or a change in a side signal; inactive means no such curve, though single readings can be large or run the other way; the % refers to the polarisation;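 further: polarization taken with two DNA probes labelled with fluorescein and Texas red; potency means the concentration at half of the fitted maximal effect; % of control where 0% means no effect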
# Target sequence (P11308 whole entry, looked up, the tested form may be a part): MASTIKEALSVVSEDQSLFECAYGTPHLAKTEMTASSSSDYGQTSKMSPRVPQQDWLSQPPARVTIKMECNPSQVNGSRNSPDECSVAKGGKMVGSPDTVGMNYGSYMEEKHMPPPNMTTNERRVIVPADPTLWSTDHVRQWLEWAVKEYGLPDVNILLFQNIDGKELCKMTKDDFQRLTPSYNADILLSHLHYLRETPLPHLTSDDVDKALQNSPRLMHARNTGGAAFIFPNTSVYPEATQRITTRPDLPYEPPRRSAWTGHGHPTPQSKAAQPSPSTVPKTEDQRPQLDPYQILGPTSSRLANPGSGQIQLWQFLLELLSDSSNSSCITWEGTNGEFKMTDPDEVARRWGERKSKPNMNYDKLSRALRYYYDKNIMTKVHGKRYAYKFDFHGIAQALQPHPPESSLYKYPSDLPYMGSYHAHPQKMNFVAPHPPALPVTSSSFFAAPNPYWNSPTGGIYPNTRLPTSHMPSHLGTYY
#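 His-tagged ERG Ets domain (1 uM in the protein solution; 300mM KCl, 50mM Tris-HCl, 1mM EDTA, 1mM DTT, pH 7.5) received compound, then a probe mix of 5 nM fluorescein-DNA and 100nM Texas-615-DNA. Fluorescence polarization was read for both dyes.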
# BLM inh: qHTS Assay for Inhibitors of Bloom's syndrome helicase (BLM); 350,000 compounds, 0.2% hits; RecQ-like DNA helicase BLM (Homo sapiens), P54132; Potency, µM (doses to about 56.1 µM), inactives show at the top dose activity change, negative = inhibition, usual class: inhibitors; recombinant BLM DNA unwinding, fluorescence dequenching; AID 2528, 2010;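 further: potency means the concentration at half of the fitted maximal effect; plate controls were vehicle for no effect and no enzyme for full effect; nearly all actives have a fitted effect of over 35% in size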
# APEX1 inh: qHTS Assay for Inhibitors of the Human Apurinic/apyrimidinic Endonuclease 1 (APE1); DNA repair nuclease/redox regulator APEX1 (Homo sapiens), P27695; recombinant APE1, TAMRA/BHQ-2 abasic DNA cleavage fluorescence; Potency, µM (highest dose often 65.8 µM), inactives show at the top dose activity change, negative = inhibition, usual class: inhibitors; 350,000 compounds, 0.35% hits; AID 2517, 2012;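 further: potency means the concentration at half of the fitted maximal effect; plate controls were vehicle for no effect and reference inhibitor for full effect; nearly all actives have a fitted effect of over 55% in size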
# Target sequence (P27695 whole entry, looked up): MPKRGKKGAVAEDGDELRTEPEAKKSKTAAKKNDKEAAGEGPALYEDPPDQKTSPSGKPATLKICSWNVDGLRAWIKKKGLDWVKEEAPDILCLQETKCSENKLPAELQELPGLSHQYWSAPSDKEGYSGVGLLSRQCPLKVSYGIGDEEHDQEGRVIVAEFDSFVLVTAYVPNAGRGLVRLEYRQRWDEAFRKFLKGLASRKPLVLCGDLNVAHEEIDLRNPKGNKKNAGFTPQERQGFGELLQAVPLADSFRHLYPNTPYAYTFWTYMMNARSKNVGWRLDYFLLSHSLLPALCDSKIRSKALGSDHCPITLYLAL
#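 APE1 at 0.75 nM preincubated 15 min at room temperature with compound. Reaction then started with 50 nM double-stranded THF-abasic substrate labelled with TAMRA/BHQ-2, and 525/598 nm fluorescence read kinetically. Activity taken as third-minus-first read difference, normalized to DMSO and NSC13755 controls.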
# Pol beta inh: qHTS Assay for Inhibitors of DNA Polymerase Beta; Potency, µM (series often up to 114 µM), for the others: at the highest dose activity change, negative = inhibition, most hits filed as inhibitors; P06746; 340,000 compounds, 1.3% hits; Pol beta primer extension/strand displacement, fluorescence kinetic; AID 485314, 2010; further: potency means the concentration at half of the fitted maximal effect; on the % scale 0 is the no-effect control and ±100 the full control effect
#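 Reaction started by 50 nM substrate onto compound-treated Pol beta (10 nM, 15 min preincubation, room temperature); plates read at 0 min and 10 min. Normalized concentration-effect data fitted by four-parameter Hill equation.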
# Apoferritin bind: qHTS Assay for Identification of Novel General Anesthetics | apoferritin/1-aminoanthracene competitive binding, fluorescence | Potency, µM (highest dose often 77.5 µM), inactives show at the highest dose activity change, negative = displacement, actives largely listed as inhibitors | 350,000 compounds, 0.074% hits | AID 485281, 2010; further: potency means the concentration at half of the fitted maximal effect; on the % scale 0 is the no-effect control and ±100 the full control effect; nearly all actives have a fitted effect of over 20% in size
# Target sequence (P02791 2-175 limits assumed): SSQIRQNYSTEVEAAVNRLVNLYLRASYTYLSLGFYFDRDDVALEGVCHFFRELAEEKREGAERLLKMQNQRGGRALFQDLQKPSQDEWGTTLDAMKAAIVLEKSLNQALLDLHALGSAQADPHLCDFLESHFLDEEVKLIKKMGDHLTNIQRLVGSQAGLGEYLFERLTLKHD
#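 Read-out: endpoint 1-AMA fluorescence, excitation 380 nm and emission 535 nm, after compounds sit 10 min at room temperature with 10 uM horse-spleen apoferritin in 50% saturated 1-AMA/PBS. Values come from four-parameter Hill fits.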
# POLI inh: qHTS for Inhibitors of Polymerase Iota. DNA polymerase iota (Homo sapiens), Q9UNA4. Pol iota fluorescent replication assay, 10 min. Potency, µM (top dose mostly 115 µM), for inactives: at the highest dose activity, negative = inhibition, hits mostly inhibitors. 390,000 compounds, 1% hits; further: potency means the concentration at half of the fitted maximal effect
#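 Fluorescent replication assay read twice, at 0 min and 10 min after adding 50 nM (final) substrate. Enzyme (10 nM) and compounds were first incubated 15 min at room temperature; enzyme-free buffer wells were negative controls.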
# * = called active by the depositor; ? = inconclusive; nt = no result given; & = joins results of further samples; [ ] = another dose, or the depositor's remark. Unless noted, the call rests on the fitted dose curve; in most records, active means well fitted curve in the direction sought with a large enough effect; inconclusive means small, poorly fitted or top-dose-only effect, or another doubt; inactive means no such curve, though single readings can be large; an effect the other way counts as inactive or inconclusive. This is a subset; count on the stated rates, not on these rows.
# The line under a structure holds: TRHR agonist, 12-LOX inh, POLK inh, ERG-DNA inh, BLM inh, APEX1 inh, Pol beta inh, Apoferritin bind, POLI inh
> CCc1ccccc1NC(=O)c1ccc(F)c(S(=O)(=O)N2CCN(c3cccc(Cl)c3)CC2)c1
    -0.2, -6%, -4%[60.1 µM], 1%, 0%, nt, 5%, 3%, 3%
> Cc1ccc(-c2ccc(SCC(=O)N3CCc4ccccc43)nn2)cc1
    -0.2, nt, nt, nt, 2%, 2%, -2%, 3%, nt
> Cc1nc2c(C(=O)N(C)Cc3ccccc3)c[nH]n2c(=O)c1Cc1ccc(Cl)cc1
    -1.7, -14%, 89µM*, 2%, -4%, nt, ?, 44%[activator], 50µM*
> CCN(N)C(=S)Nc1ccc(F)cc1
    0.4, -33%, 7%, 12%, -5%, 0%, 8%, -7%, 83%[activator]
> O=C(NCC(c1ccco1)N1CCCCC1)c1cccnc1 (configuration not stated)
    -1.1, 4%, 16%, -5%, nt, -7%, nt, nt, 31%[activator]
> CCOCC(=O)Nc1c(C(=O)Nc2ccc3c(c2)OCCO3)oc2ccccc12
    0.7, 3%, -13%, 2%, -9%, 6%, -3%, -3%, -1%
> CN(C)CCCN(C(=O)COc1ccccc1)c1nc2cc3c(cc2s1)OCCO3
    0.9, ?, 1%, 1%, 0%, -14%, 24%, -9%, 15%
> CC(=O)Nc1ccc(C(=O)COC(=O)c2cccs2)c(F)c1
    0.7, 5%, -12%, 9%, nt, 11%, nt, nt, 12%
> CCN(CC(=O)NCc1ccc(Cl)cc1)C(=O)CSCC(=O)Nc1ccc(C)cc1
    0.4, -6%, -9%, -2%, nt, 23%, nt, nt, 31%[activator]
> CCc1cccc(C)c1Nc1c(-c2cccs2)nc2nc(C)cc(C)n12
    -0.6, 0%, -11%, 8%, 2%, nt, 2%, 103%[activator], 20%
> CC1CC1C(=O)Nc1nc(-c2ccccc2)cs1 (configuration not stated)
    -0.8, -2%, -3%, -10%, -11%, -8%, 1%, -16%, -11%
> COc1ccc(S(=O)(=O)N2CCCC2C(=O)Nc2nc3c(s2)CCCC3)cc1 (configuration not stated)
    -1.1, -12%, 3%, 2%, -4%, -1%, -1%, -8%, 10%
> Cc1ccc(-c2nnn3c2nc(NC(C)C)c2ccccc23)cc1
    0.9, -15%, 0%, 15%, -3%, 30%, 0%, -5%, 14%
> COC(=O)c1ccc(/C=C/C(=O)OCC(=O)NCc2cccs2)cc1
    nt, 0%, -4%, 10%, nt, 7%, nt, nt, 23%
> Cc1cccc(Oc2ncnc3onc(C)c23)c1C
    0.1, -1%, -9%, 1%, -1%, 5%, 12%, -10%, -12%
> CNc1nc(SCc2ccccc2Cl)nc2c1CCCC2
    0.2, -10%, -7%, -4%, -14%, -5%, -10%, -17%, -7%
> COCCn1c(-c2ccc(SC)cc2)nc2c1c(=O)[nH]c(=O)n2CC(C)C
    -1.9, -34%&-32%, 5%, 6%, -3%, 65%[activator], 11%, 0%, 16%
> CCCCn1c(N)c(N(CCC(C)C)C(=O)CCCc2nc3ccccc3s2)c(=O)[nH]c1=O
    -0.1, -24%, 2%, -6%, -5%, 3%, 31%, -14%, -5%
> COc1ccc(CCC(=O)NCc2cnn(C)c2)cc1
    -0.2, -8%, 5%, 0%, 0%, -2%, -21%, 0%, 37%[activator]
> O=C(N/N=C1\CC2CC=CC12)c1ccccc1Cl (configuration not stated)
    0.3, 1%, -5%, -4%, -1%, 0%, 0%, -14%, 109%[activator]
> Cc1ccc(OCC(=O)N2CCc3ccccc3C2)c([N+](=O)[O-])n1
    -0.5, -14%, -15%, -10%, 2%, -1%, 31%, -17%, 13%
> Cc1noc(NS(=O)(=O)c2ccc(NC(=O)c3cccc(S(=O)(=O)Nc4ccccc4F)c3)cc2)c1C
    nt, 8%, -3%, 2%, nt, 35%, nt, nt, 22%
> Cc1ccc(-c2cc(C(=O)N/N=C/c3c(C)nn(C)c3C)c3ccccc3n2)cc1C
    -0.1, 27%, 3%, -4%, -25%, 8%, ?, ?, 22µM*
> O=c1cc(-c2ccccc2Cl)oc2c([N+](=O)[O-])c(O)cc(O)c12
    -0.3, ?, -19%&5%, -5%, -6%[75.6 µM], ?, 1%, -17%[110 µM], -19%
> O=C(Cc1nnc(NC(=O)c2cccc([N+](=O)[O-])c2)s1)NCc1ccccc1
    -0.2, 22%, -8%, -4%, -6%, -3%, 55%, -11%, 7%
> Cc1nc(NC(=O)CN2CCC(O)(c3ccc(F)cc3)CC2)sc1C
    0.7, 16%, 5%, 5%, -2%, -4%, -20%, 0%, 14%
> CNC(=S)N1CCC(n2cnc3ccccc32)CC1
    -2.0, 0%, 0%, -2%, -1%, 15%, 4%, -2%, 93%[activator]
> CC(C)(C)NC(=O)C(=O)NNC(=O)c1ccccc1
    -0.2, 2%, -19%, -2%, 1%, -3%, 11%, -10%, 58%[activator]
> O=C(c1cc2ccccc2o1)N1CCN(S(=O)(=O)c2ccc(Cl)s2)CC1
    0.7, ?, -4%, nt, nt, 4%, nt, nt, -16%
> CC(=O)c1ccc(N2CCN(CN3C(=O)CC4(CCCC4)C3=O)CC2)c(F)c1
    -1.1, 3%, -11%, 4%, 4%, 21%, 34%, -8%, 31%[activator]
> COc1ccccc1OCCCSc1nc(-c2ccc(C(C)(C)C)cc2)nc2cc(=O)[nH]n12
    0.1, 1%, ?, -1%, -14%, nt, ?, ?, ?
> CCN(CC)C(=O)c1ncn(Cc2ccccc2)c1C(=O)N(CC)CC
    0.1, 9%, -15%, -7%, nt, 1%, nt, nt, 31%
> Cc1nc2c(O)cccc2cc1CO
    -1.2, 19%, 3%, 8%, -2%, 66%[activator], 10%, 21%, -4%
> Cc1ccc(CN2CCN(CC(=O)N/N=C/c3ccccc3F)CC2)cc1
    0.0, 205%[activator], 10%, 8%, -2%, -4%, ?, -4%, -4%
> Cc1cc(=O)c(C(=O)Nc2ccc(N3CCOCC3)cc2N2CCOCC2)nn1-c1ccccc1Cl
    nt, -2%, -4%, 12%, nt, -9%, nt, nt, 46%[activator]
> COc1ccccc1NC(=O)CSc1nc(=O)n2cc(C)ccc2n1
    0.2, 5%, -7%, 3%, nt, 25%, nt, nt, 7%
> C=CCNC(=S)Nc1cccc2[nH]ncc12
    0.4, -5%, -9%, -8%, -6%, -5%, ?, -7%, 190%[activator]
> Cc1ccc(NS(=O)(=O)c2c(C)[nH]c(C)c2C(=O)N2CCCCC2)cc1F
    -0.6, ?, -14%, -2%, -1%, -12%, ?, -8%, 4%
> CN1C(=O)C(CC(N)=O)N(NC(=O)c2ccc(Cl)cc2)C1=S (configuration not stated)
    0.1, -21%, -12%, 1%, -2%, ?, 27%, -5%, 15%
> N#CCC(=O)Nc1ccc(C(=O)N2CCN(c3ccccn3)CC2)cc1
    0.4, 12%, -14%, 7%, -8%, 50%[activator][12.4 µM], -1%, 6%, ?
> Cc1cccc(N=Nc2c(C)nn(-c3ccccc3)c2N)c1C
    -0.5, -19%, -9%, -5%, -9%, -3%, 10%, -20%, 6%
> O=C(NCc1ccccc1)C1CCC(CNS(=O)(=O)c2cccs2)CC1 (configuration not stated)
    0.0, -13%, -1%, -6%, 0%, -8%, 75%, 0%, 127%[activator]
> CCc1cccc(OCCOCCN2CCCC2)c1
    -0.1, ?, -11%, -5%, 1%, 5%, 3%, -11%, -2%
> COc1cc(NC(=O)C2CSC3(C)CCC(=O)N23)c(OC)cc1Cl (configuration not stated)
    0.0, ?, -13%, -2%, nt, 4%, nt, nt, 18%
> Cc1cc(/C=C(\C#N)c2nnc(N3CCOCC3)n2-c2ccccc2)c(C)n1-c1ccccc1
    -1.1, nt, nt, nt, -2%, 0%, 34%, 4%, nt
> C[C@H](CO)N1C[C@H](C)[C@@H](CN(C)S(=O)(=O)c2cccs2)Oc2c(NC(=O)CCC(F)(F)F)cccc2C1=O
    nt, -18%, 9%, 6%, nt, 5%, nt, nt, -6%
> CCC[C@@H](CN1CCC[C@H]1CN1C(N)=NC[C@@H]1Cc1ccccc1)N1C[C@@H](Cc2ccccc2)N(CCCC2CCCC2)C1=N
    nt, nt, 11%, -1%, nt, -34%, nt, nt, 4%
> Cc1nc2c(=O)n(-c3ccc(F)c(Cl)c3)nc(C)c2s1
    1.1, 39%[activator], 1%, 8%, -8%, -2%, 0%, 4%, 98%[activator]

# Laid out differently: results already given
SMILES,TRHR agonist,12-LOX inh,POLK inh,ERG-DNA inh,BLM inh,APEX1 inh,Pol beta inh,Apoferritin bind,POLI inh
Cc1cc(=O)c(C(=O)Nc2ccc(N3CCOCC3)cc2N2CCOCC2)nn1-c1ccccc1Cl,nt,-2%,-4%,12%,nt,-9%,nt,nt,46%[activator]
COc1ccccc1NC(=O)CSc1nc(=O)n2cc(C)ccc2n1,0.2,5%,-7%,3%,nt,25%,nt,nt,7%
C=CCNC(=S)Nc1cccc2[nH]ncc12,0.4,-5%,-9%,-8%,-6%,-5%,?,-7%,190%[activator]
Cc1ccc(NS(=O)(=O)c2c(C)[nH]c(C)c2C(=O)N2CCCCC2)cc1F,-0.6,?,-14%,-2%,-1%,-12%,?,-8%,4%
